CIT2-GFP yeast = modulators of TOR pathway CIT2-GFP in S. cerevisiae; S. cerevisiae CIT2-GFP strain, flow cytometry, 3 h; 100 means same as DMSO wells; GFP response vs DMSO, % at 10 µM; 320,000 tested, 0.065% active;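 active = GFP response relative to DMSO above a set limit, near the screen mean plus 3 SD, cut at about 150% in these data; inconclusive = Fewer than 70 cells measured for a yeast strain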;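 note: ratio of well median GFP fluorescence to mean of DMSO wells on the plate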
AGP1-GFP MLPCN = alters AGP1-GFP fluorescence in TOR pathway yeast screen | S. cerevisiae AGP1-GFP multiplex flow cytometry, 3 h; GFP as percent of DMSO wells | GFP response vs DMSO, % at 10 µM | 320,000 tested, 0.02% active | AID 2066;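 active = GFP response relative to DMSO above a set limit, near screen average plus 3 SD, cut at about 150% in these data; inconclusive = fewer than 70 cells counted for the yeast strain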;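 note: median GFP channel fluorescence of the gated AGP1 strain per well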
LAP4 TOR yeast = modulators of TOR pathway LAP4-GFP in S. cerevisiae; GFP response vs DMSO, % at 10 µM; 320,000 tested, 0.34% active; S. cerevisiae LAP4-GFP multiplex, flow cytometry GFP, 3 h; median GFP as percent of DMSO wells;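 active = GFP response vs DMSO above a set limit, about the screen mean plus 3 SD, cut at about 150% in these data; inconclusive = under 70 cell events counted for the yeast strain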
GRK2 inh = blocks RNA aptamer binding to human GRK2 | P25098 | bead flow cytometry, FAM-aptamer displacement from GRK2 | inhibition of aptamer binding, % at 10 µM | 330,000 tested, 0.59% active | AID 488847;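 active = inhibition of aptamer binding above 40%, roughly 3 SD of noise, on plates passing a quality check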;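 note: median bead fluorescence of bound FAM aptamer so fluorescent compounds give negative values; no value below 0 was filed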
RPL19A-GFP yeast = yeast TOR pathway RPL19A-GFP modulation; S. cerevisiae RPL19A-GFP strain, flow cytometry, 3 h; hits give low values; percent response vs DMSO, % at 10 µM; 330,000 tested, 0.3% active;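 active = percent response vs DMSO below 50%; inconclusive = fewer than 70 events counted for the yeast strain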;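 note: median channel GFP fluorescence of the barcoded RPL19A-GFP strain; ratio of sample median GFP to plate DMSO average so 100% = DMSO; lower means less RPL19A-GFP as with rapamycin TOR inhibition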
VLA-4 inh = inhibition in a human VLA-4 binding assay; AID 2557; VLA-4 expressing cells, ligand binding flow cytometry; P13612; 330,000 tested, 0.2% active; inhibition, % (about 7 µM as worked out from the volumes in the protocol); in the data active = inhibition above about 50%
Target sequence (P13612 whole entry, looked up): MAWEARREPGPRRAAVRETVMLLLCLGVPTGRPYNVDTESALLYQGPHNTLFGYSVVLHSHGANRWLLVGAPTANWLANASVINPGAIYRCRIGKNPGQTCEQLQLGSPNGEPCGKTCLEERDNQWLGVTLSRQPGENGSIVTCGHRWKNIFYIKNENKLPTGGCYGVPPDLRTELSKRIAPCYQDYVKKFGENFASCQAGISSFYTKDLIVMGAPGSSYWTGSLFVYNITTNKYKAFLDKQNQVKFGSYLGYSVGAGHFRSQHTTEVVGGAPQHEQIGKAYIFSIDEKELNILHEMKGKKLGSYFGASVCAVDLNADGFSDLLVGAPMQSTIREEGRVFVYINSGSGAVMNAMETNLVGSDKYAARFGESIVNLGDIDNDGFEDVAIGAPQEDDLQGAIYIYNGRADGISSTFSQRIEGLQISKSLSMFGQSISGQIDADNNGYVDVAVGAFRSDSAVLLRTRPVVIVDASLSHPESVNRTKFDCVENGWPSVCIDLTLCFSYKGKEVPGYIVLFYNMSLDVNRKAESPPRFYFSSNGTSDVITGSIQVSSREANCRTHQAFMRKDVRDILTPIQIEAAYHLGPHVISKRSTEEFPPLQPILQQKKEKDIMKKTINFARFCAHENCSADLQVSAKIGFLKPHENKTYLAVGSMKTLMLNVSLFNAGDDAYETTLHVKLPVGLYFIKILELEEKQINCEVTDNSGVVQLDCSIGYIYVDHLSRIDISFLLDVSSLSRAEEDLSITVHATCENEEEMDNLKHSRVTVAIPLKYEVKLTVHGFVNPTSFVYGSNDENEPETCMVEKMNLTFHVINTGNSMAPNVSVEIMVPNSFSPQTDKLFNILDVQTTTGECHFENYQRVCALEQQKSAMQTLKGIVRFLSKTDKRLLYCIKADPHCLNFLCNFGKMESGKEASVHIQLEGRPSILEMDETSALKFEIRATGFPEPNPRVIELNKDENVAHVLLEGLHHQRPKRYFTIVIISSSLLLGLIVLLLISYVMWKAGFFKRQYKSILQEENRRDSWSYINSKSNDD
MEP2-GFP yeast = yeast TOR pathway MEP2-GFP modulation. S. cerevisiae MEP2-GFP strain, flow cytometry GFP, 3 h; 100% = DMSO control level. GFP response vs DMSO, % at 10 µM. 330,000 tested, 0.51% active;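 active = GFP response versus DMSO above a set limit, roughly screen mean plus 3 SD, cut at about 180% in these data; inconclusive = fewer than 70 cells counted for a yeast strain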;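 note: median GFP fluorescence of the barcode-gated MEP2-GFP cells per well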
GASC-1 inh = human JMJD2C demethylase inhibition; Q9H3R0; GST-JMJD2C(1-420) H3K9me3 demethylation, DELFIA europium; inhibition, % at 2.35 µM; 330,000 tested, 0.069% active; AID 2099;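 active = more than half of a compound's replicate wells show inhibition beyond 50%, single wells judged on their own value; inconclusive = some, but no more than half, of replicates pass 50% inhibition; inactive = no replicate passes 50% inhibition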;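 note: signal counts dimethyl H3K9 product captured on neutravidin plate; 0% = median of DMSO wells and 100% = 0.3 times that DMSO median; strong numbers were not always called active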
Active calls of the source: *; ? = inconclusive; · = not tested or not shown; & = joins results of further samples.

1: O=C(c1ccc(S(=O)(=O)Nc2ccc(F)cc2)cc1)N1CCN(C(=O)c2ccco2)CC1
2: CC(C)(C)OC(=O)N1CCCN(C(=O)c2ccc(Cl)cc2)CC1
3: Oc1ccccc1-c1cc(-c2ccccc2Cl)[nH]n1
4: COCCSc1ccccc1C(=O)Nc1cc(C)ccn1
5: COc1ccc(NC(=O)CN(C)C(=O)CCCc2nc3ccccc3c(=O)[nH]2)cc1
6: CCCn1c(CN2CCN(C(=O)c3ccco3)CC2)nc2c1c(=O)n(C)c(=O)n2C
7: COc1cc(OC)cc(OCC(O)Cn2ccnc2)c1 (stereo not drawn)
8: O=C(NCCc1ccccc1)C1COc2ccccc2O1 (stereo not drawn)
9: COCCN(CCOC)S(=O)(=O)c1ccc(C(=O)NC2CCN(Cc3ccccc3)CC2)cc1
10: CCOC(=O)c1ccccc1N1C(=O)C2Sc3[nH]c(=O)sc3C(/C=C/c3ccccc3)C2C1=O (stereo not drawn)
Assay by compound | 1 | 2 | 3 | 4 | 5 | 6 | 7 | 8 | 9 | 10
CIT2-GFP yeast | 96 | 100 | 107 | 101 | 105 | 94 | 97 | 95 | 94 | 99
AGP1-GFP MLPCN | 102 | 96 | 97 | 101 | 121 | 97 | 95 | 95 | 94 | 90
LAP4 TOR yeast | 93 | 87 | 105 | 91 | 109 | 102 | 94 | 99 | 92 | 86
GRK2 inh | 0 | 0 | 0 | 0 | 2 | 2 | 0 | 3 | 0 | 0
RPL19A-GFP yeast | 91 | 101 | 99 | 100 | 106 | 99 | 97 | 97 | 91 | 99
VLA-4 inh | 2 | -2 | 20 | 22 | -8 | 0 | 11 | 5 | 18 | -23
MEP2-GFP yeast | 97 | 96 | 104 | 101 | 106 | 102 | 100 | 111 | 91 | 97
GASC-1 inh | 10 | 10 | -5 | 0 | -9 | 0 | -14 | -3 | -6&-13 | 4

Some entries already given, limited to VLA-4 inh.
item | Compound | VLA-4 inh
3 | Oc1ccccc1-c1cc(-c2ccccc2Cl)[nH]n1 | 20
4 | COCCSc1ccccc1C(=O)Nc1cc(C)ccn1 | 22
5 | COc1ccc(NC(=O)CN(C)C(=O)CCCc2nc3ccccc3c(=O)[nH]2)cc1 | -8
6 | CCCn1c(CN2CCN(C(=O)c3ccco3)CC2)nc2c1c(=O)n(C)c(=O)n2C | 0
7 | COc1cc(OC)cc(OCC(O)Cn2ccnc2)c1 (stereo not drawn) | 11

Next records.
11: COc1ccc(NC(=O)CC2C(=O)N(c3cccc(OC)c3)C(=O)N2CCC(C)C)cc1 (stereo not drawn)
12: CCOc1ccc(NC(=O)C2CC=CCC2C(=O)O)cc1 (stereo not drawn)
13: CCOC(=O)C1=C(C)NC(=O)NC1c1ccc(Br)o1 (stereo not drawn)
14: O=Cc1ccc(C(=O)OCC(=O)NCc2ccco2)cc1
15: CC(C)(C)OC(=O)N1CCC(C(=O)Nc2ccc(C(=O)N3CCOCC3)cc2)CC1
16: O=C(COC(=O)c1cccc(Br)c1)Nc1cccc2c1C(=O)c1ccccc1C2=O
17: Cn1ncc(C#N)c1NC(=O)C1CC(c2ccc(Cl)c(Cl)c2)=NO1 (stereo not drawn)
18: CCN(c1ccccc1)S(=O)(=O)c1ccc(N2CCN(c3ccc(O)cc3)CC2)nc1
19: Cc1ccc(Cn2c(SCCN3CCOCC3)nc3c2c(=O)n(C)c(=O)n3C)cc1
20: COc1cc(/C=N\NC(=O)c2sc(N)nc2C)cc(OC)c1OC
Assay by compound | 11 | 12 | 13 | 14 | 15 | 16 | 17 | 18 | 19 | 20
CIT2-GFP yeast | 102 | 100 | 106 | 95 | 84 | 106 | 112 | 97 | 111 | 90
AGP1-GFP MLPCN | 107 | 100 | 110 | 103 | 85 | 95 | 103 | 96 | 108 | 101
LAP4 TOR yeast | 92 | 96 | 100 | 105 | 84 | 90 | 96 | 104 | 97 | 102
GRK2 inh | 0 | 2 | 2 | 2 | 3 | 6 | 0 | 0 | 0 | 1
RPL19A-GFP yeast | 100 | 94 | 105 | 100 | 98 | 102 | 100 | 93 | 101 | 103
VLA-4 inh | 5 | -6 | -3 | 0 | 0 | 7 | -3 | -18 | 5 | 16
MEP2-GFP yeast | 92 | 94 | 108 | 104 | 95 | 100 | 99 | 97 | 104 | 108
GASC-1 inh | 10 | -8 | -2 | -4 | 2 | 17 | ? | 6 | 21&14 | -12

Two compounds drawn at random from those above:
13: CCOC(=O)C1=C(C)NC(=O)NC1c1ccc(Br)o1 (stereo not drawn)
7: COc1cc(OC)cc(OCC(O)Cn2ccnc2)c1 (stereo not drawn)
Assay by compound | 13 | 7
CIT2-GFP yeast | 106 | 97
AGP1-GFP MLPCN | 110 | 95
LAP4 TOR yeast | 100 | 94
GRK2 inh | 2 | 0
RPL19A-GFP yeast | 105 | 97
VLA-4 inh | -3 | 11
MEP2-GFP yeast | 108 | 100
GASC-1 inh | -2 | -14

Remaining list, next part.
21: O=C(Nc1ccc2c(c1)OCO2)c1c[nH]c(=O)n(-c2ccc(F)cc2)c1=O
22: N#Cc1sc2nccc(Nc3ccccc3)c2c1N
23: CS(=O)(=O)C1=NSC2=NC(=O)/C(=C\c3ccc(OC(=O)c4ccco4)cc3)C(=N)N21
24: Cc1nn(C)c(C)c1S(=O)(=O)N1CCC(C(=O)NC2CCCCC2)CC1
25: Cc1cccn2c(CNCC3(c4ccccc4)CCCC3)c(C(=O)N3CCOCC3)nc12
26: CCN(CC)S(=O)(=O)c1ccc(N2CCCC2)c(NC(=O)CC(C)(C)C)c1
27: Cc1cc(N2C(=O)C3C4CCC(C4)C3C2=O)no1 (stereo not drawn)
28: CCOCCCN1C(=O)C2C(C(=O)Nc3ccc(OCC)cc3)C3C=CC2(O3)C1C(=O)NC1CCCCC1 (stereo not drawn)
29: O=C(CCS(=O)(=O)c1cc(Br)cc2c1N(C(=O)C1CC1)CC2)N1CCN(c2ccccn2)CC1
30: CCCCn1c(N)c(N(CC(C)C)C(=O)c2ccc(-c3ccc([N+](=O)[O-])cc3)o2)c(=O)[nH]c1=O
Assay by compound | 21 | 22 | 23 | 24 | 25 | 26 | 27 | 28 | 29 | 30
CIT2-GFP yeast | 91 | 89 | 101 | 110 | 101 | 109 | 94 | 96 | 75 | 92
AGP1-GFP MLPCN | 98 | 109 | 94 | 101 | 100 | 109 | 95 | 103 | 105 | 101
LAP4 TOR yeast | 104 | 128 | 88 | 101 | 98 | 106 | 95 | 120 | 96 | 106
GRK2 inh | 10 | 1 | 0 | 0 | 1 | 1 | 3 | 2 | 1 | 3
RPL19A-GFP yeast | 93 | 84 | 95 | 103 | 94 | 108 | 94 | 106 | 96 | 97
VLA-4 inh | -24 | 8 | 29 | -19 | -10 | 6 | -37 | -4 | 6 | -6
MEP2-GFP yeast | 93 | 102 | 103 | 107 | 102 | 107 | 92 | 102 | 96 | 96
GASC-1 inh | 1 | 1 | 4 | 4 | 21 | -7 | 7 | 15 | -1 | -5

31: Cc1ccc(S(=O)(=O)/N=C(\Nc2cccc(C)c2)Nc2nc(C)cc(C)n2)cc1
32: Cc1nc([N+](=O)[O-])c(N2CCOCC2)n1Cc1ccccc1
33: Cc1ccc(C2C(C#N)=C(N)Oc3c2c(=O)n(C)c(=O)n3C)cc1 (stereo not drawn)
34: O=C(Oc1cccc(C(=S)N2CCOCC2)c1)c1cccc([N+](=O)[O-])c1
35: COc1ccc(-n2c(Cc3cccn3C)nnc2SCC(=O)Nc2cccc(C)c2C)cc1
36: CC(C(=O)NC1CCCc2ccccc21)N1C(=O)C2CCCCC2C1=O (stereo not drawn)
37: COc1ccc(NC(=O)c2ccccc2SC)cc1OC
38: Cc1cc(=O)oc2cc(OCC(=O)N3CCN(C(=O)c4ccco4)CC3)ccc12
39: CCCNC1CCS(=O)(=O)C1 (stereo not drawn)
40: C=CCc1c(C)nc(SCc2nc3ccccc3c(=O)[nH]2)[nH]c1=O
Assay by compound | 31 | 32 | 33 | 34 | 35 | 36 | 37 | 38 | 39 | 40
CIT2-GFP yeast | 102 | 96 | 94 | 101 | 93 | 100 | 111 | 103 | 90 | 96
AGP1-GFP MLPCN | 96 | 111 | 99 | 98 | 101 | 103 | 106 | 104 | · | 105
LAP4 TOR yeast | 88 | 111 | 94 | 94 | 104 | 104 | 106 | 98 | 91 | 104
GRK2 inh | 0 | 0 | 1 | 0 | 1 | 0 | 4 | 1 | 0 | 2
RPL19A-GFP yeast | 102 | 97 | 93 | 103 | 98 | 100 | 99 | 104 | 92 | 102
VLA-4 inh | -13 | -1 | 3 | 1 | -29 | -2 | -1 | 10 | 9 | 7
MEP2-GFP yeast | 100 | 97 | 99 | 106 | 104 | 103 | 101 | 103 | 93 | 119
GASC-1 inh | 2 | -22 | -6 | -2 | -18&-12 | 10 | 3 | 4 | 3 | 2

41: CCN(CC)CCNC(=O)c1ccc2c(=O)n(CCc3ccccc3)c(=O)[nH]c2c1
42: CC(C)C[C@H](NC(=O)NCCc1ccc(Cl)cc1)C(=O)O
43: O=S(=O)(Nc1ccc(Nc2ccccc2)cc1)c1ccc(F)cc1
44: Cn1c(O)c(N=NC(=O)CNC(=O)/C=C/c2ccccc2)c2ccccc21
45: NC(=O)c1cccnc1Nc1ccccc1Cl
46: CC(CCC(=O)O)C1CCC2C3C(O)CC4CC(O)CCC4(C)C3CC(O)C12C (stereo not drawn)
47: COCCOC(=O)c1c(C)oc2ccc(NS(=O)(=O)c3ccc(C(=O)O)cc3)cc12
48: CN(c1ccccc1)S(=O)(=O)c1cccc(NC(=O)CN2CCc3ccccc3C2)c1
49: Cc1cccc(NC(=O)Nc2cccc(F)c2)n1
50: CN(C(=O)COC(=O)c1cc2ccccc2cc1O)c1ccccc1
Assay by compound | 41 | 42 | 43 | 44 | 45 | 46 | 47 | 48 | 49 | 50
CIT2-GFP yeast | 103 | 103 | 73 | 104 | 115 | 87 | 102 | 96 | 92 | 89
AGP1-GFP MLPCN | 106 | 100 | 82 | 107 | 101 | 84 | 102 | 103 | 96 | 97
LAP4 TOR yeast | 102 | 98 | 121 | 100 | 95 | 97 | 105 | 108 | 100 | 103
GRK2 inh | 0 | 2 | 2 | 4 | 9 | 0 | 0 | 1 | 0 | 5
RPL19A-GFP yeast | 102 | 95 | 99 | 95 | 112 | 91 | 100 | 99 | 104 | 99
VLA-4 inh | 14 | 10 | -2 | 23 | -9 | 6 | 8 | 15 | -3 | -9
MEP2-GFP yeast | 103 | 99 | 94 | 93 | 110 | 91 | 98 | 105 | 103 | 100
GASC-1 inh | 2 | -3 | 2 | -1 | -10 | 29 | 3 | -16 | 2 | 6

51: CCOC(=O)c1csc(-n2nc(C)cc2C(F)(F)F)n1
52: CCOC(=O)CNC(=O)Cn1cnc2c(nnn2-c2ccc(OC)cc2)c1=O
53: C[C@@]12C(=O)Nc3ccc(F)cc3C(=O)N1[C@H]1c3cc(Br)ccc3OC[C@@H]1[C@@H]2c1ccccc1
54: O=C(C1CCN(S(=O)(=O)c2cccc3cccnc23)CC1)N1CCn2c1nc1ccccc12
55: COc1ccccc1OCCC(=O)N1CCN(c2ccccc2OC)CC1
Assay by compound | 51 | 52 | 53 | 54 | 55
CIT2-GFP yeast | 105 | 103 | 86 | 106 | 97
AGP1-GFP MLPCN | 106 | 106 | 94 | 106 | 102
LAP4 TOR yeast | 102 | 102 | 106 | 97 | 102
GRK2 inh | 2 | 0 | 4 | 0 | 0
RPL19A-GFP yeast | 103 | 101 | 95 | 102 | 101
VLA-4 inh | 6 | -67 | 13 | -31 | 3
MEP2-GFP yeast | 99 | 105 | 97 | 100 | 109
GASC-1 inh | 3 | 4 | 3 | 7 | -7

Screening results (PubChem)
